CRFBP-R2 block – antagonists of CRF-binding protein/CRF-R2 receptor complex; HEK293 CRF-R2/CRF-BP, CRF-induced calcium fluorescence; inhibition, % at 11.8 µM; hit rate 0.59% among 350,000; AID 588475;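 active means inhibition of the ligand-induced calcium signal above about 50% at the single tested concentration, limit read from the data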
IDE inh – inhibitors of human insulin-degrading enzyme in cells | inhibition, % at 5.59 µM | P14735 | AID 434962 | hit rate 0.41% among 320,000 | HEK cells, FAbetaB cleavage, fluorescence polarization;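 active means percent inhibition above the average of all tested compounds plus 3 SD, set per screening campaign, cut at about 16% in these data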;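 further: IDE supplied by intact live HEK cells; FP after avidin binding of uncleaved biotin substrate so inhibition keeps polarization high; 0% = DMSO wells and 100% = 60 µM reference IDE inhibitor Ii1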
VIM-2 inh – inhibitors of Pseudomonas aeruginosa VIM-2 metallo-beta-lactamase; AID 1527; purified VIM-2, nitrocefin hydrolysis, epi-absorbance fluorescence; hit rate 0.89% among 290,000; inhibition, % at 5.6 µM;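 active means inhibition above the mean of all tested compounds plus 3 SD, cutoff set per screening run, cut at about 7.5% in these data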;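 further: red hydrolysis product quenches plate fluorescence so inhibitors raise well fluorescence; 0% = enzyme with DMSO and 100% = DMSO without enzyme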
HCV NS3 hel inh – blocks Hepatitis C virus NS3 helicase unwinding; NS3 helicase DNA unwinding, Cy5 molecular beacon fluorescence; inhibition, % at 10.9 µM; hit rate 0.56% among 290,000;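 active means inhibition above the mean of all tested compounds plus 3 SD, set per campaign, cut at about 35% in these data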;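 further: 0% = DMSO wells and 100% = thioflavine S control wells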
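Measured by: Cy5 fluorescence, 0 and 60 min reads / Assay system: NS3 helicase fragment of HCV / Control set: low DMSO, high thioflavine S at 110 µM / Times: 1 h reaction at 25 °C, ATP-initiated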
GalR3 antag – human GalR3 antagonism. O60755. HEK293 GalR3-CNG cAMP membrane potential fluorescence; galR3 body fused to GalR1 C-terminus. inhibition, % at 3 µM. hit rate 0.44% among 360,000;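 active means inhibition above the screen-wide average plus 3 SD, cut at about 13% in these data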;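 further: forskolin and galanin both at EC90 stimulate the cells; cAMP rise reported by CNG channel membrane potential dye signal; 0% = forskolin plus galanin with DMSO and 100% = forskolin alone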
Target sequence (O60755 1-299 limits assumed): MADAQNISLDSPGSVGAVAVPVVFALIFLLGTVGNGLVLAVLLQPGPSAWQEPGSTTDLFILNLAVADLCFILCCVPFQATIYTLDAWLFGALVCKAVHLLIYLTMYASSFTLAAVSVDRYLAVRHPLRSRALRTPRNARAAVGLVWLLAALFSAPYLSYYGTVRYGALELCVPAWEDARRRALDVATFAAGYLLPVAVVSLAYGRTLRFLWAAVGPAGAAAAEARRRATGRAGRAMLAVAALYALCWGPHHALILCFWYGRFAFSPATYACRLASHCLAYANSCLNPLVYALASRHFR
IDE cell activ – boosts human insulin-degrading enzyme activity in HEK cells. activation, % at 5.96 µM. FAbeta-B cleavage, fluorescence polarization; 0% vehicle, 100% cell-free pure enzyme wells. hit rate 0.073% among 340,000;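 active means activation above the mean of all tested compounds plus 3 SD, set per screening campaign, cut at about 17% in these data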
SUMO HTRF inh – blocks human SUMOylation mediated by UBC9; inhibition, % at 35 µM; AID 2006; P63279; hit rate 0.36% among 290,000; HTRF SUMOylation assay, SAE1/SAE2 + UBC9, in vitro; in the data active means inhibition above about 50%, passing the limit was not always enough; further: strong numbers were not always called active
Target sequence (P63279 whole entry, looked up): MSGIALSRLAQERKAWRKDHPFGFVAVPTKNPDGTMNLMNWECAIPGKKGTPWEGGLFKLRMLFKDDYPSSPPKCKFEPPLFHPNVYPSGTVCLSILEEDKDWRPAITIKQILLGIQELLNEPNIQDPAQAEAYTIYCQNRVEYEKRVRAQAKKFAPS
IMP-1 inh – blocks Pseudomonas aeruginosa IMP-1 metallo-beta-lactamase | AID 1556 | hit rate 0.45% among 290,000 | inhibition, % at 5.6 µM | purified IMP-1, nitrocefin hydrolysis, epi-absorbance fluorescence;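 active means inhibition above the mean plus 3 SD of all compounds in the same screening run, cut at about 4.5% in these data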;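 further: 0% = IMP-1 with DMSO and 100% = DMSO wells lacking enzyme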
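Assay system: purified recombinant IMP-1 beta-lactamase. Input: IMP-1 0.2 nM before substrate addition. Buffer or medium: Zinc- and detergent-supplemented HEPES buffer, pH 7.1. Schedule: 25 °C, 15 min preincubation, 25 min reaction. Signal: Epi-absorbance fluorescence, 480 nm excitation, 530 nm emission. Evaluation: percent inhibition from optical density relative to buffer-blank wells.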
pCIP destab – p/CIP protein destabilization. Q05BA5. F442A p/CIP-EGFP cells, EGFP fluorescence, 16 h. decrease of EGFP signal, % at 10 µM. hit rate 0.01% among 290,000. AID 1984;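 active means EGFP signal decrease of at least 30% at 10 µM or well 3 SD below plate mean, unless failing retest; inactive means the rest, including hits failing retest or dose response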; further: some compounds called inactive have numbers as strong as hits; many of its hits are not listed in these tables
* = called active by the depositor; . = no result given. Random draw from the library; 3.2% or so of the library scored in one or more.

SMILES	CRFBP-R2 block	IDE inh	VIM-2 inh	HCV NS3 hel inh	GalR3 antag	IDE cell activ	SUMO HTRF inh	IMP-1 inh	pCIP destab
CC(=O)c1cc(F)c(N2CCN(C(=O)COc3ccccc3F)CC2)cc1C	10	3	-0.7	-4	-7	0	18	-2.6	-19
O=C(Nc1ccc2oc(-c3ccncc3)nc2c1)c1c(F)c(F)c(F)c(F)c1F	14	-3	-1.3	5	-5	3	3	-1.9	3
Cc1ccc(-c2cc(C(=O)N3CCN(c4ncccn4)CC3)c3ccccc3n2)cc1	-32	2	-3.3	-14	-2	5	29	-3.9	-11
N#Cc1ccccc1NC(=O)COC(=O)c1ccc2c(c1)OCCO2	-6	-1	-1.2	5	3	0	30	-0.7	-2
COc1ccc(OC)c(NC(=O)c2cnn(-c3ccccc3)c2C)c1	6	4	-2.6	11	-7	4	3	-6.0	-16
O=C(O)c1c2c(nc3ccc(S(=O)(=O)N4CCC(C(=O)NCc5ccc(Cl)cc5)CC4)cc13)CCCC2	9	6	-0.2	29	5	-4	15	0.7	-22
C/C(=N\NC(=O)c1ccc2c(c1)OCO2)c1ccc2c(c1)OCO2	-4	-1	-1.8	5	4	2	5	-2.9	2
CCn1c(CSc2nccn2C)nc2cc(C(=O)O)ccc21	7	2	1.4	18	.	2	17	-1.5	-5
O=C(NCc1ccccc1)c1cnc(Cl)c(Cl)c1	3	5	-1.4	2	-4	1	4	-4.2	7
COc1cccc(NC(=O)C(NCC2CCCCC2)c2ccccc2)c1 (centres undefined)	6	5	-3.0	-11	2	5	-9	-3.5	-4
COC(C[C@H](O)[C@@H](C)[C@H](O)COCc1ccccc1)OC	4	.	.	.	-6	-4	10	.	3
CCC(=O)N1CCN(c2ccc(NC(=O)c3ccc(-c4ccccc4)cc3)cc2)CC1	.	.	-3.3	17	.	.	14	-3.1	9
CCc1ccc(N(CC(=O)NCC2CCCO2)C(=O)CCC(=O)Nc2nccs2)cc1 (centres undefined)	0	-3	-3.1	-8	-3	6	-4	-2.9	5
CCC(=O)Oc1ccc(C2NC(=O)c3ccccc3O2)cc1OC (centres undefined)	15	7	-0.2	4	-4	5	5	-2.0	-1
Cc1c(Cl)cccc1N1C(=O)C2ON(c3ccccc3)C(c3cccnc3)C2C1=O (centres undefined)	-48	2	-0.6	-10	-2	-3	6	-2.6	-15
CC(C)c1ccc(OCC(=O)N2CCc3ccccc3C2)cc1	-2	-2	-2.2	0	-4	-3	16	-5.3	-3
O=C1c2ccccc2C(=O)N1CCSc1nc2ccccc2c(=O)n1CCCN1CCOCC1	-6	4	-1.9	-7	-6	1	-1	-3.9	0
Cc1ccc(NC(=O)COc2ccc(N(C)C(=O)C(C)(C)C)cc2)cc1S(=O)(=O)N1CCCCC1	4	-2	.	.	93*	6	.	.	.
CC1CCCN(C2=C(Cl)C(=O)N(c3cccc(Cl)c3)C2=O)C1 (centres undefined)	27	0	-5.8	8	2	-1	17	-4.2	-8
COc1ccc(C(=O)C(=O)c2ccc(OCCO)cc2)cc1	8	-4	.	.	-3	4	.	.	.
CCOC(=O)c1cccc(NC(=O)CSc2nc(N)cc(N)n2)c1	-7	-2	-0.9	-4	7	4	8	-2.8	-12
Cc1ccc(S(=O)(=O)N(C)c2ccc(OCC(=O)NC3=NCCS3)cc2)cc1	7	3	-3.7	7	4	7	6	-3.9	14
COc1ccc(OC)c(CN2CCC(CNC(=O)Nc3cccc(Cl)c3)CC2)c1	-3	-3	1.3	-22	-5	-1	6	-3.8	-8
Cc1ccccc1NC(=S)/C(=C(\[O-])c1cc(C)n(Cc2ccccc2Cl)c1C)[n+]1ccccc1	-6	-1	-1.0	13	9	4	12	-0.2	-13
CC12CC3CC(C)(C1)CC(C(=O)NC(=S)N1CCCCC1)(C3)C2	-76	-2	-3.5	13	-2	-1	10	-2.3	-3
Cc1cccc(NC(=S)NNC(=O)Cc2ccccc2)c1	14	11	-4.2	-6	1	-4	-36	-3.1	-2
O=C(O)c1ccc(CSc2nc(-c3ccc(Cl)cc3)cc(C(F)(F)F)n2)cc1	31	1	-1.1	13	-6	-3	37	-1.6	-18
O=C(Cn1nc2ccccc2n1)N/N=C/c1ccc(F)cc1	7	1	-2.6	-5	1	3	17	-1.9	-10
O=C(O)C1CC=CCC1C(=O)Nc1cccc(F)c1 (centres undefined)	0	-5	-1.3	2	-8	6	8	-3.1	-14
CC12CN3CCN(CC(C3)/C1=N\NC(=O)Nc1cccc(Cl)c1)C2	-13	3	-1.5	12	-2	.	13	-2.6	-3
COCCNC(=S)N/N=C(\C)c1ccc(O)cc1	18	-2	-6.3	8	-12	-1	-9	-3.0	1
CCOc1[nH]n(-c2ccc(Cl)cc2)c(=O)c1C=NCc1cccnc1	12	-1	-0.8	-9	-3	-1	-2	-1.9	6
CCC(=O)N1CCc2cc(S(=O)(=O)NCCC(=O)N3CCN(c4cccc(C)c4)C(C)C3)ccc21 (centres undefined)	2	-4	0.1	9	1	2	2	-0.9	-3
NC(=O)c1nn(-c2ccccc2)nc1NC(=O)CN1CCOCC1	-4	1	-0.8	-16	-7	1	22	-1.5	-1
CCN1CCN(c2nc3ccccc3nc2C(C#N)S(=O)(=O)c2ccc(C)c(C)c2)CC1 (centres undefined)	-1	8	-0.1	0	-2	3	29	-0.7	-4
CCCCn1c(N)c(N(CC(C)C)C(=O)C2CCN(S(=O)(=O)c3ccc(F)cc3)CC2)c(=O)[nH]c1=O	-1	.	1.0	9	1	2	-10	-0.2	-9
COc1ccc(N(CC(=O)NCc2ccncc2)S(=O)(=O)c2ccc(C)c([N+](=O)[O-])c2)cc1	-4	-4	-0.8	-14	0	1	-15	-2.1	-1
CCCOC(=O)c1ccc(NC(=O)c2cnccn2)cc1	-1	6	-1.4	7	-1	6	-3	-2.7	4
O=C(NCc1ccc(Cl)cc1)c1cc(=O)[nH]c2ccc(S(=O)(=O)N3CCOCC3)cc12	-1	1	-2.5	8	-1	4	15	-4.0	1
CCn1cc(/C=C(\NC(=O)c2ccccc2Cl)C(=O)NCCN2CCOCC2)c2ccccc21	7	1	-1.1	-13	-4	0	4	-2.1	-11
CN(Cc1ccc(Cl)c(Cl)c1)C(=O)C1=CC=CN2CCS(=O)(=O)N=C12	-1	4	.	.	-1	-1	.	.	.
CCOc1cc(C(=S)N2CCC(O)CC2)ccc1OS(=O)(=O)c1ccc(Br)cc1	-6	-2	-4.6	-5	-8	2	8	0.4	-6
COc1ccc(NC(=O)CN(Cc2ccccc2)S(C)(=O)=O)c(OC)c1	5	-4	0.4	0	4	0	10	-1.6	-18
N#Cc1ccc(OCC(=O)NCCCn2ccnc2)cc1	-9	-1	.	.	-6	1	.	.	.
Cc1nn(Cc2ccc(Cl)cc2)c(C)c1N	18	2	-0.2	-8	-2	7	17	-1.9	-10

Molecules listed so far with two or more sulfur atoms:
SMILES	CRFBP-R2 block	IDE inh	VIM-2 inh	HCV NS3 hel inh	GalR3 antag	IDE cell activ	SUMO HTRF inh	IMP-1 inh	pCIP destab
Cc1ccc(S(=O)(=O)N(C)c2ccc(OCC(=O)NC3=NCCS3)cc2)cc1	7	3	-3.7	7	4	7	6	-3.9	14
CCOc1cc(C(=S)N2CCC(O)CC2)ccc1OS(=O)(=O)c1ccc(Br)cc1	-6	-2	-4.6	-5	-8	2	8	0.4	-6

Next records.
SMILES	CRFBP-R2 block	IDE inh	VIM-2 inh	HCV NS3 hel inh	GalR3 antag	IDE cell activ	SUMO HTRF inh	IMP-1 inh	pCIP destab
Cc1cccc(OCCNC(=O)c2cncc(Br)c2)c1	-12	-1	-2.0	6	-9	4	-4	-2.6	0
CN(C(=O)c1cc(-c2ccc3c(c2)OCO3)on1)c1ccccc1	1	-6	-1.2	-5	-9	1	-2	-1.5	0
Cc1ccc(C(=O)NCc2ccccn2)cc1S(=O)(=O)N1CCCCC1	-3	6	-6.1	-4	-4	-5	-9	-5.6	-14
Cc1csc2ncc(C(=O)NCCC(c3ccccc3)c3ccccc3)c(=O)n12	28	0	-0.5	-9	1	-4	10	-1.9	-6
COc1ccc(C(=O)NC2CC(C)(C)Cc3c2cnn3-c2ccccc2)c(OC)c1 (centres undefined)	23	-5	-0.4	-15	-2	2	-28	-2.3	6
O=C1CC(c2ccccc2)CC(O)=C1C=NC1CCCC1 (centres undefined)	-6	-3	0.2	6	-2	-1	-4	-2.1	-2
COc1ccc(-c2cccc([C@H]3[C@@H]4C=CCC[C@@]4(C)C(=O)N3Cc3ccccc3)c2)cc1	-4	-6	.	.	-1	0	-21	.	-2
CCCn1c(N)c(C(=O)CN(C)CC(=O)Nc2cccc(F)c2)c(=O)[nH]c1=O	0	-2	.	.	-7	4	.	.	.
Cc1ccc(-c2nsc3c(N4CCC(C(N)=O)CC4)ncnc23)cc1	8	-4	-3.5	5	-2	0	-3	-3.0	2
Cc1nc(C)c(N)c(=O)[nH]1	-4	0	-0.6	-12	3	9	2	-2.6	1
CCOc1ccc(S(=O)(=O)N2CCN(C(=S)NC3CC3)CC2)cc1	1	3	0.6	4	2	1	10	-0.8	-2
CC(C)NC(=O)c1onc(CSc2ccccn2)c1C(=O)NC(C)C	2	12	.	.	-1	3	-2	.	7
Cc1c(-c2ccccc2)nc(N)c(C#N)c1-c1cccnc1	-6	10	-0.2	3	1	3	21	-1.5	-10
COc1ccc(NC(=O)CC2C(=O)NCCN2C(=O)c2ccc(N(C)C)cc2)cc1 (centres undefined)	7	3	0.4	2	0	.	19	-2.3	-16
COCCCN1CC(=O)N2C(c3cccc(C)c3)c3[nH]c4ccccc4c3C[C@H]2C1=O (some centres undefined)	-22	-2	-1.1	-24	-11	-2	14	-2.8	-22
O=C(CSc1nnc(COc2ccccc2F)n1-c1ccccc1)NC1CCS(=O)(=O)C1 (centres undefined)	0	0	0.6	-5	-2	2	4	-1.8	-10
CCN(c1ccccc1)c1nc2ccsc2c(=O)s1	38	5	-3.2	6	-1	3	20	-4.3	-8
O=C(c1cc(S(=O)(=O)N2CCOCC2)ccc1Cl)N1CCCCC1CO (centres undefined)	22	6	.	.	-2	-2	.	.	.
Cc1cccc(-c2noc(CCC(=O)NC3CCCC3)n2)c1	8	1	-1.9	3	-1	.	-15	-2.2	-6
O=C(CC1C(=O)NCCN1Cc1ccc(-c2ccccc2)cc1)NCCCn1ccnc1 (centres undefined)	-4	1	-1.5	-23	-5	-4	25	-1.0	-13
COc1ccccc1C/C(N)=N/OC(=O)c1ccc(C)c([N+](=O)[O-])c1	-27	0	-1.0	-1	-4	6	-4	-1.5	-4
Cc1cc(NC(=O)c2cc(-c3ccncc3)nc3ccccc23)ccc1Br	-16	7	.	.	-14	-1	.	.	.
O=C(CSc1nc2ccsc2c(=O)n1-c1ccccc1)N1CCCC1	21	3	-1.4	0	-7	3	-12	0.0	2
O=C(Cn1c(=O)oc2cc(S(=O)(=O)N3CCCCC3)ccc21)N1CCc2ccccc2C1	-30	1	0.0	-4	0	4	-3	2.0	-12

Source: PubChem BioAssay (several laboratories)
